From PubChem BioAssay
STAT3 blocker: reduces IL-6 driven STAT3 reporter signal; U3A cells, IL-6 STAT3-luciferase reporter, luminescence; host cell line lacks STAT1; inhibition, % at 5.5 µM; 190,000 compounds, 0.89% hits; AID 862;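 active means inhibition above the mean inhibition across all screened compounds plus 3 SD, cut at about 44% in these data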;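 further: 0% = DMSO only wells and 100% = 100 µM nifuroxazide control wells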
ROMK primary: modulates human ROMK potassium channel activity; 130,000 compounds, 2% hits; Tet-inducible ROMK, thallium flux fluorescence; actives lie on both sides; B-score at 10 µM; P48048;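 active means signal ratio slope over the read window, or its plate-corrected B-score, at least 3 SD from the plate mean, either direction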;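 further: B-score of the F/F0 ratio slope over 7 to 12 s after thallium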
Target sequence (P48048 whole entry, looked up): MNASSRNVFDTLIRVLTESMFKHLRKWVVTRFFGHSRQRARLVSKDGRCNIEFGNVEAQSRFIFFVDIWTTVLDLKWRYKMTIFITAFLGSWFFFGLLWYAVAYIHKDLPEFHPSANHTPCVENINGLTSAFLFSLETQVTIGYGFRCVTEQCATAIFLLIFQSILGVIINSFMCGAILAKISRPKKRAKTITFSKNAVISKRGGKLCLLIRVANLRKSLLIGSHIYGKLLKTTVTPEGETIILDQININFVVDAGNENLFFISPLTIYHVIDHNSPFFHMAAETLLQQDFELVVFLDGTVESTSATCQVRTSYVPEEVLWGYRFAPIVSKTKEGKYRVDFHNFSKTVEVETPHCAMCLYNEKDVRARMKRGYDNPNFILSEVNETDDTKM
APP 5'UTR act: activates APP 5'UTR luciferase reporter; activation, % at 2 µM; 190,000 compounds, 1% hits; AID 1276; SH-SY5Y APP 5'UTR luciferase reporter, luminescence; zero percent = DMSO vehicle wells;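 active means activation above a set limit, based on mean plus 3 SD of controls, cut at about 140% in these data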; further: values of inactives mirror those of a sister screen read the other way
FLuc inhib CS: inhibits firefly luciferase, flagging false hits in luciferase inhibition screens; inhibition, % at 10 µM; ATPLite firefly luciferase biochemical luminescence, 10 min; P08659; 200,000 compounds, 1.5% hits;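 active means inhibition above about 50% when tested at 10 µM, limit read from the data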
Target sequence (P08659 whole entry, looked up): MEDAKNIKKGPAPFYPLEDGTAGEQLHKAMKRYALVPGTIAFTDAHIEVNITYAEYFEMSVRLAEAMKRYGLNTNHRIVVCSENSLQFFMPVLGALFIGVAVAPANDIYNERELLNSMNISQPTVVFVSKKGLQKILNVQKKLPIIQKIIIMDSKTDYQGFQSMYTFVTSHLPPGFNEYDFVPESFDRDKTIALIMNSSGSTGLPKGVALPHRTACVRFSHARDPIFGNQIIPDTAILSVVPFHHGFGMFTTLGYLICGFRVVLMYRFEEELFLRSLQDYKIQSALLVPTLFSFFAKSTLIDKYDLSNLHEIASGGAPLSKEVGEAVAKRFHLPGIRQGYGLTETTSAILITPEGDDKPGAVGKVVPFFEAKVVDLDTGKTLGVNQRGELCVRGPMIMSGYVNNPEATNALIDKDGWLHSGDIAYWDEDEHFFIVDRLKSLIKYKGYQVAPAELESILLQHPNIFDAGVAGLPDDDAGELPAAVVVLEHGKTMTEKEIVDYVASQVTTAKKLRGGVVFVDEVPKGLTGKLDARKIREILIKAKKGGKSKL
STAT1 inh: STAT1 signaling inhibition | 200,000 compounds, 0.35% hits | NIH 3T3 STAT1-luciferase reporter, IFN-gamma, luminescence | inhibition, % at 5.5 µM | AID 920;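 active means inhibition above a set limit, the mean inhibition across all tested compounds plus 3 SD, cut at about 34% in these data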;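 further: 0% = IFN-gamma with DMSO and 100% = IFN-gamma with 300 µM nifuroxazide; values of inactives mirror those of a sister screen read the other way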
STAT1 activator: increases IFN-gamma driven STAT1 reporter signal. NIH 3T3 STAT1-luciferase reporter, luminescence; 100% = IFN-gamma alone, no compound. activation (% of control), % at 5.5 µM. 200,000 compounds, 2.6% hits;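 active means activation above the screen-wide mean activation plus 3 SD, cut at about 130% in these data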;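 further: raw ratio to IFN-gamma control signal so 100% means no change and 0% no light; values of inactives mirror those of a sister screen read the other way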
NF-kB expr up: NF-kB expression increase, human neuronal cells; NF-kB reporter expression; stronger effect = higher value; fold change at 12.5 µM; 190,000 compounds, 1.6% hits; in the data active means fold change above about 3.3
APP 5UTR inh: APP translation inhibition | SH-SY5Y APP 5'UTR-luciferase reporter, luminescence | inhibition, % at 2 µM | 190,000 compounds, 0.82% hits;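 active means inhibition above a set limit, derived from the sample mean plus 3 SD, cut at about 45% in these data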; further: values of inactives mirror those of a sister screen read the other way
STAT3 activator: increases IL-6 driven STAT3 reporter signal; U3A cells, IL-6 STAT3-luciferase reporter, luminescence; 100% = signal with IL-6 EC80 alone; activation (% of control), % at 5.6 µM; 190,000 compounds, 0.91% hits; AID 871;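 active means activation above the screen-wide mean of compound activation plus 3 SD, cut at about 130% in these data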;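 further: 0% = background luminescence of wells with medium and substrate only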
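Test system: STAT3-luciferase reporter U3A cells; Detection: reporter luminescence signal; Times: 1 h compound pre-exposure, 6 h IL-6 stimulation, 37 °C; Benchmarks: IL-6-only high control; Also added: IL-6 stimulus at 33 ng/mL final.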
FLuc act counter: affects firefly luciferase, flagging false hits in luciferase stimulation screens. P08659. ATPlite luciferase biochemical, luminescence, 10 min; 0 = ATP-free wells, 1 = DMSO control. activation factor at 10 µM. 200,000 tested, under 10 active;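 active means luciferase activation factor, scaled between plate controls, of at least 2 with compound at 10 µM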
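System: luciferase plus luciferin reagent, cell-free; medium: PBS as buffer for the ATP substrate; dosing: test compounds dosed from 2 mM stocks in 100% DMSO; timing: 10 min post-reagent at room temperature; measured by: luminescence measurement of luciferase light output; evaluation: luciferase activation, seen as luminescence increase over controls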
* = called active by the depositor; / = not tested or not shown.

SMILES	STAT3 blocker	ROMK primary	APP 5'UTR act	FLuc inhib CS	STAT1 inh	STAT1 activator	NF-kB expr up	APP 5UTR inh	STAT3 activator	FLuc act counter
CCN(CC)C(c1ccc(C)cc1)c1nnnn1C1CCCCC1 (configuration not stated)	4	/	12	-4	4	96	1.1	-12	100	1
COc1ccc(CCN2C(=O)CC(N3CCN(S(=O)(=O)c4ccccc4)CC3)C2=O)cc1OC (configuration not stated)	0	/	13	-8	1	97	0.97	-13	106	1.1
O=C(CC(=O)Nc1ccc(Cl)c(Cl)c1)N/N=C/c1ccc(O)cc1	-5	/	-7	-5	6	94	1	7	103	1.1
O=C(O)CCCCc1nc2ccccc2s1	13	-0.88	-12	7	-3	102	1.2	12	95	0.9
Cc1ccccc1NC(=O)COC(=O)/C=C/c1cccc(C(F)(F)F)c1	-3	0.67	-12	-4	0	99	1.1	12	104	1
COCCOC(=O)C1=C(C)NC(=O)NC1/C=C/c1ccccc1 (configuration not stated)	-2	/	3	-4	-5	104	1	-3	104	1
COc1ccccc1S(=O)(=O)Cc1ccc(C(=O)NCCN2CCCCCC2)o1	-12	/	1	-7	-5	102	0.94	-1	109	1.1
CC/C(O)=C1\C(=O)CC(c2ccccc2)CC1=NC(C)C (configuration not stated)	-6	-0.42	-1	-2	6	95	1.1	1	103	1
COc1cnc(-c2ccccn2)nc1Oc1ccccc1	-1	0.0025	-8	-4	-2	102	1.1	8	106	1
Cn1c(=O)n(Cc2ccc(F)cc2)c(=O)c2c1nc1n2CCN1Cc1ccco1	10	-0.0074	2	-1	15	86	0.86	-2	102	1
CCSC1=NCCN1C(=O)c1c(-c2ccccc2Cl)noc1C	-13	/	13	17	-5	105	0.97	-13	110	0.8
CCOC(=O)c1nn(-c2ccc(OCC)cc2)c(C)c1C(C)=O	19	0.0087	29	-7	4	97	0.97	-29	87	1.1
Cc1nc2ccc(Br)cn2c(=O)c1Cl	18	/	12	-6	1	99	1.1	-12	91	1.1
CC(C)CNC(=O)COc1ncnc2sccc12	20	-0.2	9	-3	2	97	1.2	-9	89	1
CCOc1ccc2[nH]c(=S)[nH]c2c1	18	1.8	-1	1	5	95	1.1	1	88	1
COc1ccc(NC(=O)Nc2ccccc2SC)c(OC)c1	-4	/	10	0	2	98	1.2	-10	103	1
O=S(=O)(c1cccc2nonc12)N1CCN(c2ccccc2F)CC1	12	0.69	-5	-7	7	92	1	5	94	1.1
O=C(c1ccc(Cl)c(S(=O)(=O)N2CCCC2)c1)N1CCN(c2ccccc2)CC1	11	0.16	-13	-8	7	92	0.82	13	99	1.1
COc1ccc(N2CCN(CCC3Oc4cc([N+](=O)[O-])ccc4NC3=O)CC2)cc1 (configuration not stated)	14	-1.9	-10	-5	0	98	1	10	93	1
CCN(CC)S(=O)(=O)c1ccc(/C(O)=C(\C#N)c2nc3ccccc3n2C)cc1	30	/	21	-6	-6	105	1	-21	78	1.1
CCCCn1cnc2c(sc3nc4c(cc32)CSC(C)(C)C4)c1=O	-11	/	166*	31	-57	152*	3.3	-166	115	0.7
CCCCc1ccc(NC(=O)COc2ccc(C(=O)Nc3ccccc3OC)cc2)cc1	0	-0.089	-3	-7	5	96	1.2	3	98	1.1
CCOC(=O)c1c(CSC(=N)N)n(-c2ccc(Br)cc2)c2cc(Br)c(OC(C)=O)cc12	2	-5.2*	-16	-5	-12	111	1.3	16	102	1
Cc1cccc(-n2c3nc(=O)[nH]c(=O)c-3cc3c(C)nn(-c4ccccc4)c32)c1	-12	-0.12	0	-4	6	97	1.1	0	107	1
CC(C)[C@H]1CC[C@@H](C)C(C(=O)c2ccccc2)C1=O (some centres not stated)	25	/	13	0	14	87	0.96	-13	80	1

ROMK primary, what is marked active above
| Structure | ROMK primary | APP 5'UTR act | FLuc inhib CS | STAT1 inh | STAT1 activator | NF-kB expr up | APP 5UTR inh | STAT3 activator |
| --- | --- | --- | --- | --- | --- | --- | --- | --- |
| CCOC(=O)c1c(CSC(=N)N)n(-c2ccc(Br)cc2)c2cc(Br)c(OC(C)=O)cc12 | -5.2* | -16 | -5 | -12 | 111 | 1.3 | 16 | 102 |

The listing continues.
SMILES	STAT3 blocker	ROMK primary	APP 5'UTR act	FLuc inhib CS	STAT1 inh	STAT1 activator	NF-kB expr up	APP 5UTR inh	STAT3 activator	FLuc act counter
O=C(Cn1cnc2c(nnn2Cc2ccccc2)c1=O)NCC1CCCO1 (configuration not stated)	-2	/	12	-9	-7	103	1.2	-12	101	1.1
Cc1[nH]c2ccccc2c1/C=N/NC(=O)c1cc(-c2cccs2)[nH]n1	-2	0.096	-7	-2	-2	102	0.33	7	100	1
COc1ccc(CN(CCC(c2ccccc2)c2ccco2)C(=O)c2ccco2)cc1 (configuration not stated)	-5	/	8	-1	2	98	0.85	-8	107	1
O=C(Nc1nnc(SCc2ccccc2)s1)c1cc2c(s1)CCCC2	-3	0.5	/	6	-20	122	1.1	/	103	0.9
CCOC(=O)c1cc(-c2ccccc2)sc1NC(=O)C(C)N1C(=O)NC(C)(c2ccc(Cl)cc2)C1=O (configuration not stated)	11	0.44	9	-4	5	95	1.4	-9	95	1
O=S(=O)(c1ccc(Br)cc1)c1cnc2ccccc2n1	-6	/	-8	-3	13	87	1.3	8	108	1
COc1cccc(-n2c(COc3ccc(C)cc3)nnc2SCC(=O)O)c1	8	/	11	-7	-1	101	1.1	-11	98	1.1
COC(=O)CCC(=O)c1oc2ccccc2c1NC(=O)CCCN1C(=O)c2ccccc2C1=O	-10	/	-4	-3	-5	104	1.1	4	113	1
O=C(OCCNc1ncc(C(F)(F)F)cc1Cl)c1ccc(S(=O)(=O)N2CCOCC2)cc1	-4	/	12	-5	-6	105	0.97	-12	107	1
Cc1ccc(/C=C(\NC(=O)c2ccc(C)cc2)C(=O)NCCCn2ccnc2)cc1	-4	-0.072	4	-8	-5	103	1.3	-4	104	1.1
CCN(CC)S(=O)(=O)c1ccc2c(c1)c(=O)c(C(=O)N1CCOCC1)cn2C	10	0.41	-6	-10	4	98	1.2	6	95	1.1
CC(C)(C)NC(=O)c1ccc2c(c1)C(=O)N(C1CCCCC1)C2=O	-2	/	-1	0	-27	125	0.87	0	106	1
CCOC(=O)CN(C(=O)CSc1nnc(C)n1-c1ccccc1)c1cccc([N+](=O)[O-])c1	-6	-0.72	-18	-4	7	94	0.96	18	105	1
C=CC[N+](C)(C)CCCNC(=O)/C=N/O	3	1.1	11	3	1	99	1.1	-11	98	1
NS(=O)(=O)c1ccc(NC(=S)Nc2ccc(F)c(F)c2)cc1	-1	-1.1	-1	-5	-1	101	1	1	103	1.1
O=C(COC(=O)/C=C/c1ccccc1Cl)NCc1ccccc1	2	0.54	-9	-6	0	100	1.2	9	102	1.1
CCCCC1CC(CSc2ncn[nH]2)OC1=O (configuration not stated)	7	1.3	4	-6	5	95	1.1	-4	100	1.1
CCc1ccc(NC(=O)COC(=O)/C=C/c2c(C)nn(C3CCS(=O)(=O)C3)c2Cl)cc1 (configuration not stated)	8	-0.39	-2	0	8	91	1.2	2	95	1
CS(=O)(=O)N(CCc1ccccc1)CC(=O)N1CCN(Cc2ccc3c(c2)OCO3)CC1	27	-1	10	-3	7	94	1.2	-10	80	1
CN1/C(=C\C=N\NC(=O)c2ccccc2Br)C(C)(C)c2ccccc21	12	-2.3	-4	-6	15	87	1.4	4	91	1.1
CN(C)C(C(=O)NC1CCCCC1)c1ccc(Cl)cc1 (configuration not stated)	5	/	0	-4	5	95	1.1	0	101	1
C/C(CCC1CC(C)OC1=O)=N/Nc1nc(-c2ccccc2)cs1 (configuration not stated)	-32	-0.67	-2	-2	-9	108	1.6	2	129	1
Cc1cccc(-n2ncc3c(N4CCC(C)CC4)ncnc32)c1	34	/	58	44	-47	143*	4.3*	-58	78	0.6
CCCN1C(=O)C(NC(=O)c2ccncc2)(C(F)(F)F)C2=C1CC(C)(C)CC2=O (configuration not stated)	-1	0.61	-3	-3	8	93	0.9	3	99	1
CC1(C)C(=O)Nc2ccccc2N1C(=O)COC(=O)CCSc1ccccc1	-9	0.98	-7	-1	-1	101	1.3	7	108	1
(further entries)
SMILES	STAT3 blocker	ROMK primary	APP 5'UTR act	FLuc inhib CS	STAT1 inh	STAT1 activator	NF-kB expr up	APP 5UTR inh	STAT3 activator	FLuc act counter
C=CCSc1nc2ccccc2c(=O)[nH]1	16	/	13	-4	-5	105	1.2	-13	94	1
O=C(On1c(-c2ccccc2)nc2ccccc2c1=O)c1ccco1	-3	-0.21	-1	1	-4	103	0.96	0	103	1
CCC(=O)Nc1cc(C(=O)O)ccc1S(=O)(=O)c1ccc(C)cc1	7	0.031	-5	-6	-4	104	1.3	5	101	1.1
COc1ccc2c(c1)c(C(=O)CN1CCN(C(=O)c3ccco3)CC1)c(C)n2C	-1	/	7	-6	8	93	0.88	-7	104	1.1
O=C(Nc1c(F)cc(F)cc1Br)c1ccco1	6	/	0	-5	-4	103	0.96	0	100	1
CCOc1cc(C2NC(=O)NC(C)=C2C(=O)OCc2ccccc2)ccc1O (configuration not stated)	6	/	-3	-1	1	99	1	3	100	1
CCOc1ccc(S(=O)(=O)NN=C2CCN(C(C)=O)CC2)cc1	11	-1	-10	-3	-3	102	1.3	10	100	1
COCc1cc(C)nc(OCC(=O)N/N=C/c2ccccc2O)c1C#N	0	-0.0075	5	-3	-1	101	0.89	-5	103	1
Cc1ccc(/C=C/C2=NN(C)C(=O)CC2)cc1	30	-1.1	153*	78*	-24	123	4.5*	-153	75	0.2
CC(=O)c1ccccc1NCC(=O)Nc1ccc(C)cc1	-2	-0.31	22	5	-1	101	1.2	-22	111	0.9
CCOC(=O)N1CCC(NC(=O)Cn2ncc3c2-c2cc(C)ccc2OC3)CC1	7	/	29	-8	3	98	0.86	-29	101	1.1
CC1CCC(NCC(=O)Nc2cccc(S(N)(=O)=O)c2)CC1 (configuration not stated)	18	0.32	10	-8	7	93	1.4	-10	90	1.1
CCC(C(=O)OC)n1cnc2c(nnn2-c2cccc(Cl)c2)c1=O (configuration not stated)	4	/	13	2	-10	109	1.3	-13	104	1
CCCCC(=O)Nc1cc([N+](=O)[O-])ccc1F	15	-0.44	-11	-1	3	96	1.1	11	92	1
O=C(Nc1ccc2c(c1)OCO2)c1ccc(N2C(=O)c3ccccc3C2=O)cc1	-1	/	-17	0	-24	121	1.1	17	103	1
COc1ccc(OCc2ccc(C(=O)O)cc2)cc1	-1	/	41	4	-21	119	1.9	-41	105	1
Cc1ccc(N2C(=O)c3ccccc3C2O)nc1 (configuration not stated)	74*	/	113	80*	2	99	1.3	-113	40	0.2
CC1=CC(C)(C)NC(=S)N1c1ccccc1	2	-0.1	1	-8	1	99	0.94	-1	99	1.1
CCCC(=O)n1nc(-c2ccccc2)nc1N	6	/	-8	-4	5	96	1.2	8	99	1
Cc1cc2cc(CNC(=O)c3cccs3)ccc2n1C	7	-0.37	25	3	1	99	1.6	-25	97	1
O=C(Nc1ccccc1Cc1ccccc1)c1ccccc1NS(=O)(=O)c1ccc(Cl)s1	24	-3.5*	4	-8	23	79	0.38	-4	85	1.1

Rows were taken by chance (roughly 7.1% active in at least one column).
